High-throughput results: PubChem, several laboratories
bIAP act = bovine intestinal alkaline phosphatase activators, primary screen, biochemical, bovine IAP, CDP-star luminescence; alkaline phosphatase, intestinal [Bos taurus]; purified bovine IAP, 30 min; stronger effect = higher value; fold of DMSO-control signal, blank-subtracted; activation factor at 20 µM; hit rate 0.17% among 200,000;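 active = activation factor of 2 or more at 20 µM, a signal rise over negative controls twice the positive control's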
STAT1 inh = STAT1 signaling inhibitors, primary screen, cell-based, HTS, luciferase reporter | NIH 3T3 STAT1-luciferase reporter, IFN-gamma, luminescence | inhibition, % at 5.5 µM | hit rate 0.35% among 200,000 | AID 920, 2007;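 active = inhibition above a set limit, the mean inhibition across all tested compounds plus 3 SD, cut at about 34% in these data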;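 note: 0% = IFN-gamma with DMSO and 100% = IFN-gamma with 300 µM nifuroxazide; values of inactives mirror those of a sister screen read the other way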
STAT3 blocker = IL-6 driven STAT3 reporter inhibitors, primary screen, U3A cells, luciferase, luminescence, MLSCN library; IL-6 STAT3-luciferase reporter; host cell line lacks STAT1; AID 862, 2007; inhibition, % at 5.5 µM; hit rate 0.89% among 190,000;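 active = inhibition above the mean inhibition across all screened compounds plus 3 SD, cut at about 44% in these data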;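 note: 0% = DMSO only wells and 100% = 100 µM nifuroxazide control wells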
PPARg SRC2 recr = agonists of PPARg-SRC-2 recruitment, primary screen, biochemical, HTS | Peroxisome proliferator-activated receptor gamma (Homo sapiens), P37231 | PPARgamma LBD-SRC-2 recruitment | activation, % at 8 µM | hit rate 0.34% among 200,000 | AID 1032, 2008; in the data active = activation above about 22%;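 note: 0% = vehicle and 100% = reference agonist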
STAT3 act = IL-6 driven STAT3 reporter potentiators, primary screen, U3A cells, luciferase, luminescence, MLSCN library | hit rate 0.91% among 190,000 | activation (% of control), % at 5.6 µM | AID 871, 2007 | IL-6 STAT3-luciferase reporter; 100% = signal with IL-6 EC80 alone;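 active = activation above the screen-wide mean of compound activation plus 3 SD, cut at about 130% in these data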;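 note: 0% = background luminescence of wells with medium and substrate only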
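Detection: reporter luminescence signal / Assay system: STAT1-lacking human U3A cells, STAT3 luciferase reporter / Incubation: compound pre-incubation 1 h before IL-6, then 6 h stimulation at 37 °C / Control set: IL-6-only high control / Read-out: % activation relative to IL-6 control / Probe or stimulus: Interleukin-6, 33 ng/mL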
TNAP act hi DEA = TNAP activators at high phosphate acceptor level, primary screen, biochemical, luminescence, uHTS; 200,000 tested, under 10 active; purified TNAP, CDP-star luminescence, 1 M DEA, 30 min; stronger effect = higher value; 0 = EDTA background, 1 = DMSO-only activity; activation factor at 20 µM; Alkaline phosphatase, tissue-nonspecific isozyme (Homo sapiens), P05186;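 active = activation factor at least 2 at 20 µM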
Target sequence (P05186 whole entry, looked up): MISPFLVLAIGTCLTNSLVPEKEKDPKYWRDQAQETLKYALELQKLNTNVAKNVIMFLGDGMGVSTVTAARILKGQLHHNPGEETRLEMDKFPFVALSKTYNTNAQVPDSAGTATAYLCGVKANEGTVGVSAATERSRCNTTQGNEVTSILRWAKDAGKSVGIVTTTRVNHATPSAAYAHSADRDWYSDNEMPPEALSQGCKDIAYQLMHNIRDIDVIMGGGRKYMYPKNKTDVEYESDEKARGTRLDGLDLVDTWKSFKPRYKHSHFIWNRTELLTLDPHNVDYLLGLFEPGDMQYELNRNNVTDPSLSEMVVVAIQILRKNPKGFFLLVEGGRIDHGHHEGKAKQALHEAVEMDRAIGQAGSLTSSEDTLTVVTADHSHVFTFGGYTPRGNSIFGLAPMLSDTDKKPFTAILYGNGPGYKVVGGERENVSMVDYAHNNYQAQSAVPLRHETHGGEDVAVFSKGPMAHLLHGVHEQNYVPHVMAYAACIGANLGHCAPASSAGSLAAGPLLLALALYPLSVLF
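Dosing: 20 µM single point. System: human TNAP. Amount: TNAP 1/800 final. Incubation: 30 min, room temperature. Read-out: TNAP activation factor scaled between EDTA and DMSO control wells. Signal: luminescence from CDP-star hydrolysis. Medium: 1 M DEA, pH 9.8, Mg2+, Zn2+. Control set: EDTA negative control, DMSO positive control.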
PPARg SRC1 recr = PPARgamma agonists recruiting SRC-1 coactivator, primary screen, biochemical | Peroxisome proliferator-activated receptor gamma (Homo sapiens), P37231 | PPARgamma-SRC-1 coactivator recruitment biochemical assay | activation, % at 8 µM | hit rate 0.41% among 200,000 | AID 631, 2007; in the data active = activation above about 19%;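 note: 0% = DMSO and 100% = reference agonist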
TR-FRET SRC-2 ct = TR-FRET signal artefacts, primary screen, artefact control for PPARgamma SRC-2 agonist project, biochemical; TR-FRET ratio at 8 µM; AID 1049, 2008; TR-FRET artefact counter-screen; stronger effect = higher value; hit rate 0.4% among 200,000; in the data active = TR-FRET ratio above about 2000; note: inactives centre near 1500
ROMK mod = ROMK potassium channel modulators, primary screen, cell-based, thallium flux, MLSMR library. ATP-sensitive inward rectifier potassium channel 1 (Homo sapiens), P48048. Tet-inducible ROMK, thallium flux fluorescence; actives lie on both sides. B-score at 10 µM. hit rate 2% among 130,000. AID 1918, 2009;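 active = signal ratio slope over the read window, or its plate-corrected B-score, at least 3 SD from the plate mean, either direction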;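 note: B-score of the F/F0 ratio slope over 7 to 12 s after thallium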
Target sequence (P48048 whole entry, looked up): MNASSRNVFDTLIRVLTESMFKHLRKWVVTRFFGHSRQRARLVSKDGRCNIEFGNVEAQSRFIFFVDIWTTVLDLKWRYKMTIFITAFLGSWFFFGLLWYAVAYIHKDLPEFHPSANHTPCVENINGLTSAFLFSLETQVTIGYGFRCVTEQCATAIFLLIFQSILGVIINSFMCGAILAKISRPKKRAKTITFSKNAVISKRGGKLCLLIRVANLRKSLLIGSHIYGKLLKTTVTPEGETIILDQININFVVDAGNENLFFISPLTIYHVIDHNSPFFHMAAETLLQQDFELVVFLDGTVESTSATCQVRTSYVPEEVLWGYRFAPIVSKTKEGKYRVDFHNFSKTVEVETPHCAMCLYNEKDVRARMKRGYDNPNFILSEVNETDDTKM
bIAP inhibitor = bovine intestinal alkaline phosphatase inhibitors, primary screen, selectivity assay for TNAP inhibitor project, biochemical, bovine IAP, CDP-star luminescence. alkaline phosphatase, intestinal [Bos taurus]. purified bovine IAP, 30 min. inhibition, % at 20 µM. 190,000 tested, under 10 active. AID 1019, 2008;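 active = over 50% inhibition of intestinal alkaline phosphatase at 20 µM in the single-dose screen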
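System: purified bovine intestinal alkaline phosphatase (IAP) enzyme; Input: IAP diluted 1/65,000,000 in the well; Measured by: CDP-star luminescence signal; Compound dosing: 20 µM single dose; Incubation: 30 min reaction at room temperature.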
PPARg SRC-3 ag = PPARgamma agonists recruiting SRC-3 coactivator, primary screen, biochemical; Peroxisome proliferator-activated receptor gamma (Homo sapiens), P37231; biochemical PPARgamma/SRC-3 coactivator recruitment assay; activation, % at 8 µM; hit rate 0.26% among 200,000; AID 731, 2007; in the data active = activation above about 23%;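 note: 0% = DMSO and 100% = reference agonist; some compounds past the cut are filed as inactive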
Starred values were filed as active, the others as inactive; nt = not tested or not shown. Outcome played no part in choosing rows; overall some 3.7% were active at least once.

SMILES	bIAP act	STAT1 inh	STAT3 blocker	PPARg SRC2 recr	STAT3 act	TNAP act hi DEA	PPARg SRC1 recr	TR-FRET SRC-2 ct	ROMK mod	bIAP inhibitor	PPARg SRC-3 ag
Oc1ccc(/C=N/Nc2cc(N3CCCC3)nc(N3CCCC3)n2)cc1O	1	8	-3	7	100	0.9	0	1525	0.15	-3	5
Cc1ccc(NC(=O)/C=C/c2cccc([N+](=O)[O-])c2)nc1	1	-17	13	1	91	1.1	3	1515	-1.2	2	-1
COc1ccc(C(=O)Nc2cccc3cccnc23)cc1OC	1	-3	32	-3	77	1	4	1479	1	0	-5
CCCCc1n[nH]c2c1/C(=N/O)CC(c1ccccc1)C2 (centres undefined)	0.9	0	38	2	73	1.1	10	1552	0.26	8	-7
Cc1cnn(Cc2ccccc2)c1N	0.9	-1	8	2	98	1	5	1495	nt	7	3
Cc1cc(C(=O)OCC(=O)Nc2cc(S(=O)(=O)N(C)C)ccc2Cl)c2ccccc2n1	1	12	-1	0	108	1	6	1462	-1.3	0	1
COc1ccc(CCNC(=O)CN(C)S(=O)(=O)c2cccs2)cc1OC	0.9	-2	8	-1	94	1	-3	1568	0.84	10	3
O=c1[nH]c2ccccc2c(O)c1SCCO	1	1	5	6	100	1.1	0	1910	1.3	0	5
O=C(NC(=S)N1CCN(Cc2ccccc2)CC1)c1cccnc1	1	4	4	10	98	1	0	1446	0.48	4	2
COc1ccc(C2CC(c3ccccc3)=NN2C(=O)COC(=O)C2(C)CC2(Cl)Cl)cc1 (centres undefined)	0.9	2	-7	-8	107	1	-3	1524	nt	9	-5
Cc1ccc(-c2nc3cccnc3o2)cc1NC(=O)COc1ccc(Cl)cc1C	0.9	-6	8	-3	97	1	6	1565	nt	12	10
COC(=O)c1ccc(-c2ccc(/C=N/N3C(=O)C4C5C=CC(C6CC56)C4C3=O)o2)cc1 (centres undefined)	0.9	-42	-4	-5	105	1	8	1624	-1.6	14	5

An excerpt of the results above:
SMILES	bIAP act	STAT1 inh	STAT3 blocker	PPARg SRC2 recr	STAT3 act	TNAP act hi DEA	PPARg SRC1 recr	TR-FRET SRC-2 ct	ROMK mod	bIAP inhibitor	PPARg SRC-3 ag
Oc1ccc(/C=N/Nc2cc(N3CCCC3)nc(N3CCCC3)n2)cc1O	1	8	-3	7	100	0.9	0	1525	0.15	-3	5
Cc1ccc(NC(=O)/C=C/c2cccc([N+](=O)[O-])c2)nc1	1	-17	13	1	91	1.1	3	1515	-1.2	2	-1
COc1ccc(C(=O)Nc2cccc3cccnc23)cc1OC	1	-3	32	-3	77	1	4	1479	1	0	-5
CCCCc1n[nH]c2c1/C(=N/O)CC(c1ccccc1)C2 (centres undefined)	0.9	0	38	2	73	1.1	10	1552	0.26	8	-7
Cc1cnn(Cc2ccccc2)c1N	0.9	-1	8	2	98	1	5	1495	nt	7	3
Cc1cc(C(=O)OCC(=O)Nc2cc(S(=O)(=O)N(C)C)ccc2Cl)c2ccccc2n1	1	12	-1	0	108	1	6	1462	-1.3	0	1
COc1ccc(CCNC(=O)CN(C)S(=O)(=O)c2cccs2)cc1OC	0.9	-2	8	-1	94	1	-3	1568	0.84	10	3
O=c1[nH]c2ccccc2c(O)c1SCCO	1	1	5	6	100	1.1	0	1910	1.3	0	5
O=C(NC(=S)N1CCN(Cc2ccccc2)CC1)c1cccnc1	1	4	4	10	98	1	0	1446	0.48	4	2
COc1ccc(C2CC(c3ccccc3)=NN2C(=O)COC(=O)C2(C)CC2(Cl)Cl)cc1 (centres undefined)	0.9	2	-7	-8	107	1	-3	1524	nt	9	-5
Cc1ccc(-c2nc3cccnc3o2)cc1NC(=O)COc1ccc(Cl)cc1C	0.9	-6	8	-3	97	1	6	1565	nt	12	10
COC(=O)c1ccc(-c2ccc(/C=N/N3C(=O)C4C5C=CC(C6CC56)C4C3=O)o2)cc1 (centres undefined)	0.9	-42	-4	-5	105	1	8	1624	-1.6	14	5

The listing continues:
SMILES	bIAP act	STAT1 inh	STAT3 blocker	PPARg SRC2 recr	STAT3 act	TNAP act hi DEA	PPARg SRC1 recr	TR-FRET SRC-2 ct	ROMK mod	bIAP inhibitor	PPARg SRC-3 ag
Cc1ccccc1Cn1nnc(-c2cccc(C(=O)O)c2)n1	0.9	-1	24	-1	82	1	3	1444	nt	7	-4
Cc1ccc(CNC(=O)CN2CCN(Cc3ccc(Cl)cc3)C2=O)cc1	1	1	-5	-9	104	1.1	-8	1568	-2.1	3	-1
CC(=O)n1cc(C2C(=O)CCCC2=O)c2ccccc21	1	3	-42	0	140*	1	16	1519	0.22	-2	21
COc1ccc(NC(=O)c2ccccc2NC(=O)NC2CCCCC2)cc1	1	-9	24	-1	82	1	5	1722	nt	0	-4
CO/N=C(\c1nonc1N)N1CCN(c2ccc(Cl)cc2[N+](=O)[O-])CC1	0.8	6	10	7	93	1	-2	1555	nt	15	0
COc1cccc(-n2nc(-c3ccnn3-c3ccc(F)cc3)c(=O)n(C)c2=O)c1	0.9	-5	11	6	96	1	2	1536	-0.84	8	-2
C=CCNC(=O)C1CCN(c2ccc(S(=O)(=O)N3CCOCC3)cc2[N+](=O)[O-])CC1	1	4	13	2	93	1	7	1746	-0.13	2	-3
O=C(CCl)Nc1cccn2ncnc12	1	10	0	-1	105	1	-1	1537	0.0084	2	4
Cn1c(C(=O)NC2CCCCCC2)cc2c(=O)n(C)c3ccccc3c21	1	-2	23	1	88	1	14	1570	nt	-1	6
CN(Cc1ccncn1)C(=O)CC1C(=O)NCCN1Cc1cccc(Oc2ccccc2)c1 (centres undefined)	1	-1	3	-6	99	1	3	1367	2.4	-5	-4
CC(C)CNC(CC(=O)Nc1cccc([N+](=O)[O-])c1)C(=O)O (centres undefined)	0.8	2	-6	-6	104	1	4	1608	nt	15	-1
COc1ccc(NC(=S)NC(NC(=O)c2cccc(C)c2)C(Cl)(Cl)Cl)c([N+](=O)[O-])c1 (centres undefined)	1.1	5	9	1	95	0.9	2	1492	nt	-6	2
O=C(NCCc1ccccc1)/C(=C\c1ccc([N+](=O)[O-])cc1)NC(=O)c1ccccc1	0.9	3	13	3	99	1	1	1523	nt	8	-5
O=C1NCC(c2ccccc2)C1C(=O)N/N=C\c1ccc(-c2ccc(Cl)c(Cl)c2)o1 (centres undefined)	1	-8	8	0	96	1.1	11	1482	nt	3	9
CC1(C)SC(=S)N(NC(=O)Nc2ccccc2)C1N(O)C(=O)Nc1ccccc1 (centres undefined)	1	6	10	5	95	1	-4	1602	-0.22	0	11
Cc1ccc(C(=O)NNC(=O)c2ccc(C)cc2)cc1	1	-3	8	6	97	1.1	-1	1675	0.037	2	3
N=C1C(c2ccccc2)=C(O)CN1NC(=O)c1ccccc1	1	-4	3	9	100	1	8	1523	0.65	3	6
Cc1ccc(S(=O)(=O)n2[nH]c(=O)cc2NC(=O)c2cccs2)cc1	1	0	nt	-1	nt	1	3	1307	nt	2	-1
Cc1ccc(-c2noc(CN(C(=O)CCCN3C(=O)c4ccccc4C3=O)C(C)C)n2)cc1	nt	4	-1	-8	104	nt	-1	1387	-0.8	nt	5
O=C(COc1ccccc1Cl)c1ccc[nH]1	0.9	-23	6	9	96	1	1	1561	-0.18	8	3
O=C(NC1CCCCC1)c1ccccc1NC(=S)NC(=O)C1CCC1	1.1	10	-2	-7	105	1	-6	1393	-0.0079	-5	-4
Cc1csc(NS(=O)(=O)c2cccc([N+](=O)[O-])c2)n1	1	4	1	9	101	1	13	1683	nt	-2	8
CCOc1ccc(N2C(=O)CC(N(CCc3ccc(OC)cc3)C(=O)c3cccc(F)c3)C2=O)cc1 (centres undefined)	1	12	2	11	101	1	7	1644	nt	0	0
CCN1C(=O)C2(C(C(=O)c3ccc(C)o3)=C(O)C(=O)N2CCCN2CCOCC2)c2ccccc21 (centres undefined)	0.9	2	0	1	106	1	4	1495	nt	7	0
Cc1ccc(NS(=O)(=O)c2cc(C(=O)Nc3cccc([N+](=O)[O-])c3)ccc2C)cc1	0.9	-3	-1	5	104	1	1	1386	0.84	12	-5
Cc1ccc(C(=O)NNC(=O)c2cc(OCC(F)(F)F)ccc2OCC(F)(F)F)cc1	1.1	3	-2	-4	107	1	-7	1536	nt	-12	-7
Cn1c(=O)c2cc(S(=O)(=O)NC(C(=O)NC3CCCCC3)c3ccccc3)ccc2n(C)c1=O (centres undefined)	1	9	9	9	100	1.1	2	1514	nt	2	8
CC(C)CC(=O)N[C@H](C(=O)N[C@H](C(=O)N[C@@H](CC(C)C)[C@@H](O)CC(=O)N[C@@H](C)C(=O)N[C@@H](CC(C)C)[C@@H](O)CC(=O)O)C(C)C)C(C)C	1.1	-2	13	1	91	1	5	1545	nt	-9	2
CCCCn1c(N)c(NCCC(C)C)c(=O)[nH]c1=O	1.2	7	16	-4	89	1	3	1589	0.21	-15	5
C/C(=N\Nc1nc(N)cc(Cl)n1)c1ccc(Cl)c(Cl)c1	0.8	0	26	1	80	1	-4	1556	nt	17	2
COC(=O)/C=C/c1ccc(-n2cncn2)cc1	0.9	-2	7	-2	96	1	-2	1626	-0.14	5	4
CCN(CC)S(=O)(=O)c1ccc(C(=O)NCCN2C(=O)S/C(=C\c3cccnc3)C2=O)cc1	1	-6	-3	9	103	1	5	1713	-0.7	1	6
CCCC(=O)NC(c1ccco1)c1cc(Cl)c2cccnc2c1O (centres undefined)	0.8	6	-1	0	103	1	9	1752	nt	17	10
